Rad51 HR inh = blocks human Rad51 in homologous recombination; inhibition, % at 10 µM; Q06609; hRad51 DNA strand exchange, fluorescence dequenching; 200,000 compounds, 0.085% hits; AID 1385;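 active means inhibition above 40% at the single screening dose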;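 further: 0% = DMSO control wells and 100% = blanks with heterologous ssDNA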
Target sequence (Q06609 whole entry, looked up): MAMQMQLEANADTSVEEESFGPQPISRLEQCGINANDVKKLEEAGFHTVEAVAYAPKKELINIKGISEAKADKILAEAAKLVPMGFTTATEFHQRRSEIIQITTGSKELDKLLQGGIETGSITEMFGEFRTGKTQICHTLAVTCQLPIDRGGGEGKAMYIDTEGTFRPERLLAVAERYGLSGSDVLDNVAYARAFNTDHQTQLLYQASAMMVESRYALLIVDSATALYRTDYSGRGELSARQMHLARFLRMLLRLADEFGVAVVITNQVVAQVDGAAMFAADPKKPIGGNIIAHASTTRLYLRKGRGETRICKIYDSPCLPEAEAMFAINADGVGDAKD
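Test system – preformed human Rad51 ssDNA filaments · Reagent – Donor/quencher-labelled 47-bp dsDNA substrate · Incubation – 37 °C 15-min filament assembly, 30-min compound preincubation, 15-min exchange · Signal – FRET fluorescence dequenching, excitation 485 nm, emission 520 nm · Read-out – percent inhibition from fluorescence, normalised to plate control and blank means · Benchmarks – plate control and blank wells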
KCC2 mod = modulators of human KCC2 chloride dependent transport | KCC2 cells, thallium flux FluoZin-2 fluorescence | B-score of Tl+ flux slope (higher = more flux/activation; lower = inhibition) at 10 µM | 190,000 compounds, 2.2% hits;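 active means thallium flux slope and its plate-corrected score both differing from the plate sample mean at a set confidence after two filtering rounds, in either direction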;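 further: slope of fluorescence scaled to starting intensity during 10 to 20 s after thallium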
Furin inhibitor = human furin inhibition; P09958; purified furin, fluorogenic substrate cleavage; inhibition, % at 30 µM; 220,000 compounds, 0.061% hits; in the data active means inhibition above about 25%; further: inactives centre near -15
Target sequence (P09958 108-714 limits assumed): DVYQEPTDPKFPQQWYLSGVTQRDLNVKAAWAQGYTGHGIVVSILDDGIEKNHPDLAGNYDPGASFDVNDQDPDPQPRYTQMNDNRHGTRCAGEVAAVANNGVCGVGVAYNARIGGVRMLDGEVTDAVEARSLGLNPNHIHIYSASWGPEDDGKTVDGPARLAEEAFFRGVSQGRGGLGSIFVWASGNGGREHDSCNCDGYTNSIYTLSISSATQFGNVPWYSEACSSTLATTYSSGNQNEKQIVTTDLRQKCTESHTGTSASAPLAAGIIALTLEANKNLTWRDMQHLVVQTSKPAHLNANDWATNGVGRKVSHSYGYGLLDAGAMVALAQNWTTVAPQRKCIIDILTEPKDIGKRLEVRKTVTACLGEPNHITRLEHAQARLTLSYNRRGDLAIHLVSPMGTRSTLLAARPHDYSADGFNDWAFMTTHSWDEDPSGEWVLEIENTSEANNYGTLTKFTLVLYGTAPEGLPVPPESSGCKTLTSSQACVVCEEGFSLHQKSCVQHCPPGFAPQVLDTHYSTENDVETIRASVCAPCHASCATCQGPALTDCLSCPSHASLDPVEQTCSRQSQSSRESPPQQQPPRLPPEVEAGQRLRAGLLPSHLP
PERK inh = blocks human PERK kinase | Q9NZJ5 | CHO PERK-DD fusion, SEAP luminescence translation reporter | inhibition, % at 5.6 µM | 220,000 compounds, 0.17% hits | AID 1416;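 active means inhibition above the mean inhibition of all tested compounds plus 3 SD, set separately per screening campaign, cut at about 2.9% in these data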;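 further: PERK kinase domain activated by AP20187 dimerizer at 100 nM; 0% = DMSO with dimerizer and 100% = rapamycin at 8.4 µM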
Thrombin inh = thrombin (human) inhibition | P00734 | alpha-thrombin, Boc-VPR-AMC fluorogenic substrate cleavage | inhibition, % at 5 µM | 220,000 compounds, 0.26% hits | AID 1046;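 active means inhibition at or above 40%; inactive means inhibition below 40%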;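 further: 0% = enzyme with no compound and 100% = wells without enzyme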
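Test system: human alpha-thrombin protein / Dosing: one concentration per compound, 5 µM, with 0.2% DMSO / Medium: pH 7.5 Tris-saline with Tween 20 / Benchmarks: no-compound enzyme wells and no-enzyme blanks / Read-out basis: percent inhibition of thrombin substrate cleavage / Timing: reaction at room temperature / Measured by: fluorescence, ex 355 nm, em 460 nm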
FXIIa inh = factor XIIa (human) inhibition; P00748; purified FXIIa, Boc-QGR-AMC fluorogenic substrate, 2 h; inhibition, % at 5 µM; 220,000 compounds, 0.3% hits; AID 800; in the data active means inhibition above about 40%;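 further: 0% = enzyme with no compound and 100% = blank without enzyme; many of its hits are not listed in these tables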
FXIa inh 1536 = inhibitors of human coagulation factor XIa; P03951; purified FXIa, Boc-Glu-Ala-Arg-AMC fluorogenic substrate; inhibition, % at 5 µM; 220,000 compounds, 0.14% hits; AID 798;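 active means inhibition of at least 40%; inactive means inhibition below 40%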;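 further: fluorescence of freed AMC excited at 355 nm; 0% = enzyme without compound and 100% = no enzyme blank; many of its hits are not listed in these tables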
Calpain2 inh = inhibitors of pig calpain II; inhibition, % at 16 µM; 220,000 compounds, 0.37% hits; purified calpain II, fluorogenic peptide substrate, 30 min;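 active means inhibition above about 50%, limit read from the data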
hK5 inh = blocks human kallikrein 5 protease activity. Q9Y337. recombinant hK5, fluorogenic AMC substrate cleavage. inhibition, % at 5 µM. 210,000 compounds, 0.59% hits. AID 873;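 active means inhibition of 40% or more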;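 further: 0% = enzyme controls without compound and 100% = no-enzyme blanks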
The depositor's hits bear a star; i = inactive; nt = no result given; [ ] = dose if it differs, or a comment. Only part of the results is shown; the hit share may differ from the screen's.

SMILES,Rad51 HR inh,KCC2 mod,Furin inhibitor,PERK inh,Thrombin inh,FXIIa inh,FXIa inh 1536,Calpain2 inh,hK5 inh
COc1ccc(/C=N/n2cnnc2)cc1Br,nt,0.237,-11.6,0.8,-12.9,0.4,-4.5,-7.4,-5.0
CCOc1ccccc1-c1nc(C(N)=O)c2[nH]c(=O)n(-c3cccc(C)c3)c2n1,nt,nt,-3.8,-1.1,-0.8,3.0,-2.5,-18.4,-41.8
N#Cc1nc(-c2ccc(OCc3ccccc3)cc2)oc1NCc1cccnc1,-7.5,nt,-10.2,0.5,-6.6,-5.9,-6.4,-36.7,4.3
Cc1ccc(C=C2C(=O)c3ccccc3C2=O)s1,1.8,0.0285,-5.4[20 µM],-0.4,0.4,9.8,1.6,-31.9,-2.8
O=C(OCn1nnc2ccccc2c1=O)c1ccc(O)cc1,-25.8,0.218,-10.2,0.0,-1.4,4.5,-6.3,-8.5,13.4
CCCCCC1CCC(C(=O)O)CC1 (centres undefined),-1.9,nt,-17.0,1.6,-5.7,9.0,-3.8,3.8,9.7
CCOC(=O)CN(C(=O)CSc1nnc2c(n1)[nH]c1ccccc12)c1ccccc1,-8.3,nt,-12.4,-0.9,2.8,4.4,5.4,16.2,10.5
COC(=O)Cc1ccc(NC(=S)Nc2cccc(C)n2)cc1,nt,-0.202,-24.5,1.2,-7.7,3.2,-2.5,7.3,8.0
Cc1ccc(-c2nc(C#N)c(NCCN3CCCCC3)o2)cc1,1.4,-0.882,-26.4[20 µM],-1.1,-0.6,8.6,1.9,i,-42.5
O=C(/C=C/NNC(=O)c1ccccc1)c1ccc(Br)cc1,-4.5,8.83*,1.3[20 µM],-0.8,-16.6,10.3,6.6,25.3,0.7
Nc1c(C(=O)N2CCOCC2)sc2nc(N3CCOCC3)c3c(c12)CCCC3,10.2,0.0921,-19.0,1.7,-2.0,5.6,4.4,-307.6,-8.6
O=C(CNC(=O)c1ccccc1)OCc1cccc([N+](=O)[O-])c1,3.5,-0.0626,0.7,0.2,-18.6,0.5,-9.4,20.8,-23.0
CC(=O)c1cccc(Nc2nc(-c3cccc([N+](=O)[O-])c3)cs2)c1,-14.2,nt,0.2[20 µM],-1.2,0.9,-0.6,-4.8,-23.4,5.8
COc1ccc(C2(CNC(C)=O)CCOCC2)cc1OC,-6.9,nt,-18.5,1.0,-2.5,12.1,1.7,-13.2,-10.5
S=C(Nc1ccc2c(c1)OCO2)N1CCCC1,0.3,0.249,-6.4,2.0,-3.7,-1.9,-6.6,43.2,-12.0
O=C1CC(c2ccccc2)n2nc(NC(=O)c3cccs3)nc2N1 (centres undefined),nt,nt,-12.1,0.8,32.5,3.1,5.5,-19.0,-22.1
CC1(c2ccccc2)NC(=O)N(N)C1=O (centres undefined),16.9,-0.008,-26.7,0.7,12.4,-1.2,-6.9,-24.0,-3.7
CCN1C(=O)c2ccccc2S(=O)(=O)c2ccc(C(=O)N3CCOCC3)cc21,-9.6,nt,-10.8,-0.2,-2.5,3.2,-5.5,-15.2,-3.4
CC(Cl)C(=O)c1c[nH]c2ccccc12 (centres undefined),-4.6,-0.000667,-15.3,1.3,1.7,13.7,-8.7,27.1,-11.9
Cc1cc(-c2cc(C(=O)O)c3ccccc3n2)c(C)s1,2.0,-0.608,-12.9,0.4,nt,2.8,2.7,2.7,-3.6
Cn1cnnc1SCc1cccc(Br)c1,2.6,0.438,15.3[20 µM],0.0,-1.2,18.5,6.0,-19.4,-8.1
CS(=O)(=NS(=O)(=O)c1ccc(Cl)cc1)c1ccccc1 (centres undefined),6.3,nt,-2.9,-1.0,-3.0,3.3,-0.1,10.8,-2.9
Cc1ccc(SCC(=O)Nc2ccc(N3CCN(C)CC3)c(F)c2)c(C)c1,3.4,-0.731,-10.5,0.4,4.1,12.7,1.7,15.0,-18.4
CCCCNC(=S)NNC(=O)c1nn(C)c(C)c1Cl,-7.8,0.392,-3.8[20 µM],1.1,4.5,14.2,5.6,-11.6,-27.9
Cc1cc(NC(=O)CSc2nnc(Cc3ccccc3)o2)no1,2.6,-0.0471,-11.5[20 µM],0.2,-11.3,6.1,1.1,-1.4,-23.8
Cc1cc(Sc2ncnc(N)c2[N+](=O)[O-])ncn1,1.9,-1.27,-0.6,-0.3,-11.1,-2.3,-5.6,25.8,-9.6
Cc1cc(C)nc(NS(=O)(=O)c2ccc(NC(=S)NC(=O)C3CCCC3)cc2)n1,4.0,nt,-11.7[20 µM],-0.5,-15.9,-8.8,-4.4,-28.5,1.5
COc1ccc(C2(CNC(=O)c3ccc(OC)c([N+](=O)[O-])c3)CCCCC2)cc1OC,13.6,-0.67,-6.0,-0.9,-6.1,16.0,5.1,13.8,-12.5
Cn1c(=O)c2c(nc(N3CCN(c4ccc([N+](=O)[O-])cc4)CC3)n2C)n(C)c1=O,10.2,0.224,-13.6,-1.2,-1.3,8.6,-3.4,-12.1,-5.9
Cc1ccc2c(Cl)c(C(=O)NCC3CCCO3)sc2c1 (centres undefined),nt,nt,-17.8[20 µM],0.8,-8.9,-9.0,3.2,-0.4,-3.3
NC(=O)COC(=O)CCCc1nc2ccccc2s1,-2.4,0.292,-13.3[20 µM],0.6,0.6,16.4,8.4,-7.3,-0.4
CCCCOC(=O)C1=C(C)NC2(O)c3ccccc3C(=O)C12O (centres undefined),-0.3,-1.78,-17.1,1.6,-2.0,12.1,2.6,-12.1,-10.6
O=c1nc(Nc2ccc(Br)cc2)sc2ccc([N+](=O)[O-])cc12,14.5,0.574,0.6,0.7,5.0,16.1,5.2,15.5,1.5
Cc1nc2ccc(S(=O)(=O)NCC(=O)Nc3cccc(F)c3)cc2s1,-1.6,nt,-15.4,0.9,-3.7,10.7,-1.4,3.2,0.7
CC(C)[C@H](NC(=O)Nc1ccc2c(c1)OCCO2)C(=O)O,-10.1,0.171,-15.1[20 µM],0.9,-7.5,-6.9,-6.6,-14.3,-3.2
COc1cccc2cc(C(C)N(CCCN3CCOCC3)C(=S)Nc3cc(C)ccc3C)oc12 (centres undefined),5.1,-0.886,-12.1,-0.6,-9.5,4.0,-5.3,16.5,-2.0
Cc1c(Cl)cccc1NC(=S)N1CCN(S(=O)(=O)c2cccs2)CC1,2.8,0.486,-15.9,1.0,-10.7,8.8,0.7,10.3,0.5
COc1cc(NC(=O)CSc2nnc3c(n2)[nH]c2ccc(S(=O)(=O)NC(C)C)cc23)cc(OC)c1OC,-28.8,-0.00572,-14.1,0.3,-9.8,10.3,0.2,-40.4,10.6
O=C1/C(=C/c2ccccc2)CCC1C1CCCC1 (centres undefined),nt,-1.84,-16.1,1.1,-3.9,7.5,5.0,-0.1,-19.2
O=C(CC1CCCCC1)c1c(O)c2ccccc2oc1=O,0.4,0.429,-16.5[20 µM],0.2,4.0,12.8,-4.3,2.4,-17.4
CC(C)N1C(=O)CCN(C=O)c2ccccc21,-1.4,0.29,-28.8,0.8,-4.3,10.8,-1.2,-21.9,1.3
O=C(CCc1ccccc1)Nc1ccc(NC(=O)C2CC2)nc1,-4.5,nt,-11.1,-0.8,4.8,31.5,8.6,-3.0,-9.3
COc1ccccc1NC(=O)c1c(N=Cc2c(O)ccc3ccccc23)cnn1C,nt,1.18,-15.4,0.6,0.2,7.0,5.4,-6.0,5.0
C=CCNC(=O)C(=O)N/N=C/c1ccco1,10.1,1.23,-4.4,0.2,30.4,-5.1,-4.8,20.5,7.8
COc1ccc(CCN(C)CCCC(C#N)(c2cc(OC)c(OC)c(OC)c2)C(C)C)cc1OC (centres undefined),-4.0,-0.0518,-17.4,-1.8,-2.5,3.6,4.9,-3.9,-19.9
CCN(CC)S(=O)(=O)c1ccc(C)c(NC(=O)COC(=O)C=C(C)C)c1,8.2,-0.604,-21.8,-1.0,0.9,3.9,1.4,-1.9,2.5
C=CCn1cc(-c2ccccc2)cc(C#N)c1=O,6.0,0.666,-39.2[20 µM],0.4,-4.3,8.6,-1.6,i,-23.0
Cc1ccc(C(=O)N(CC(=O)NC2CCCC2)c2ccc3c(c2)OCCO3)s1,2.7,-0.0649,2.5,-0.5,11.3,7.3,6.3,42.5,9.0
Cc1nn(C)c(C)c1S(=O)(=O)N1CCc2ccccc21,-0.9,-0.677,-20.4,-0.5,4.8,10.2,1.7,8.7,-3.4
O=C(NNC(=S)Nc1ccc(F)cc1)c1cccc([N+](=O)[O-])c1,30.4,-0.435,-12.4,1.7,-2.3,9.3,1.6,-19.7,-14.8

Some of the entries above in a different format:
Cc1cc(Sc2ncnc(N)c2[N+](=O)[O-])ncn1
- Rad51 HR inh: 1.9
- KCC2 mod: -1.27
- Furin inhibitor: -0.6
- PERK inh: -0.3
- Thrombin inh: -11.1
- FXIIa inh: -2.3
- FXIa inh 1536: -5.6
- Calpain2 inh: 25.8
- hK5 inh: -9.6

Cc1cc(C)nc(NS(=O)(=O)c2ccc(NC(=S)NC(=O)C3CCCC3)cc2)n1
- Rad51 HR inh: 4.0
- KCC2 mod: nt
- Furin inhibitor: -11.7[20 µM]
- PERK inh: -0.5
- Thrombin inh: -15.9
- FXIIa inh: -8.8
- FXIa inh 1536: -4.4
- Calpain2 inh: -28.5
- hK5 inh: 1.5

Other entries.
SMILES,Rad51 HR inh,KCC2 mod,Furin inhibitor,PERK inh,Thrombin inh,FXIIa inh,FXIa inh 1536,Calpain2 inh,hK5 inh
Cn1c(=O)cc(OCC(=O)NC2CCCCC2)c2ccccc21,-2.6,-0.25,-0.2[20 µM],-1.8,7.7,7.7,13.1,-0.3,-15.4
CS(=O)(=O)c1ccc(C(=O)N2CCc3ccccc3C2)cc1,7.8,-0.115,-24.6,0.3,-4.0,4.8,-3.0,59.5*,-7.0
Cc1cc(C(=O)NCC(=O)OCC(=O)NCCc2ccccc2)ccc1[N+](=O)[O-],5.1,-1.5,-19.4,1.9,5.1,11.4,-0.6,-2.6,2.1
COc1cccc(NC(=O)Nc2ccncc2)c1,nt,-0.221,-10.7,0.2,8.2,30.4,18.1,18.9,nt
Cc1cc(/C=N/n2cnnc2)c(C)n1-c1ccc(C(=O)O)cc1,-0.6,nt,-15.7,-0.2,-2.2,-0.3,0.4,-21.8,1.5
CCOc1ccc(Nc2ncnc3ccc([N+](=O)[O-])cc23)cc1,3.4,-0.152,-22.7,0.3,nt,8.4,4.5,26.8,0.9
COc1ccccc1C(C)NCC(=O)NCC(=O)Nc1ccc(F)c(F)c1F (centres undefined),8.6,-0.341,-26.7,0.0,-31.0,7.9,-7.8,1.4,-0.7
COC(=O)c1onc(C(=O)c2ccccc2)c1C(=O)OC,0.3,-0.507,-10.0[20 µM],1.9,-4.3,1.6,-2.8,-18.3,-1.8
O=C(C1CCN(S(=O)(=O)c2cccc3cccnc23)CC1)N1CCN(C2CCCCC2)CC1,8.1,0.673,-16.1,-0.2,-1.2,9.3,7.3,27.2,-5.3
COc1ccc(C(=O)Nc2cc(=O)[nH]c3ncnn23)cc1,-6.8,-0.697,-25.1,1.7,-11.8,0.6,0.0,1.9,-9.4
CN(C)CCn1nnc2c(=O)oc3ccccc3c21,2.9,-1.05,-28.2,0.8,-17.1,5.0,-4.5,-11.6,-0.8
CCc1ccc(NC(=O)c2cc(Br)ccc2Br)cc1,39.5,nt,-19.8,-0.2,-6.1,6.4,-3.9,-22.8,-0.6

Source: PubChem
